KCNK3 inh: human KCNK3 channel inhibition, primary screen. CHO-KCNK3 thallium flux, FluxOR fluorescence; stronger effect = lower value. hit rate 0.84% among 340,000. B-score at 10 µM;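 active = B-score under library mean minus 4 SD, starting fluorescence ratio at most library mean plus 5 SD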;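 also: more negative B-score means stronger inhibition of thallium flux through KCNK3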
Target sequence (O14649 whole entry, looked up): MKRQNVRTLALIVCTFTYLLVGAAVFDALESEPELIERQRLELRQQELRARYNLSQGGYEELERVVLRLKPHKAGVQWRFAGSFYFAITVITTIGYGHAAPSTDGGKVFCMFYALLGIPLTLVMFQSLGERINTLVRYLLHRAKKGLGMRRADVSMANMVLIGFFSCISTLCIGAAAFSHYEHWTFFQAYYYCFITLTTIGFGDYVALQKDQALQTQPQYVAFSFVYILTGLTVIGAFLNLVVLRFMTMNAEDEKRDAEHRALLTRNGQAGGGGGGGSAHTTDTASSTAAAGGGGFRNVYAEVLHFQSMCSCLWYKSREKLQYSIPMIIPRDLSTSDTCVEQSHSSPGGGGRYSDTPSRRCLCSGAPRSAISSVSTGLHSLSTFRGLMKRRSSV
HDAC3 inhib: inhibitors of human histone deacetylase 3; hit rate 0.15% among 320,000; recombinant HDAC3, fluorogenic peptide/trypsin coupled, fluorescence; inhibition, % at 8.3 µM; in the data active = inhibition above about 26%, passing the limit was not always enough; inconclusive = no clear call, values can overlap the other calls
GSK3beta inhib: blocks human GSK3beta kinase activity. AID 2097. P49841. GST-GSK3beta kinase, ADP-Glo luminescence, 60 min; stronger effect = lower value. activity score (negative = inhibition), % at 10 µM. hit rate 0.038% among 300,000;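 active = more than half of replicate wells score below -50%, meaning over 50% inhibition versus plate controls; inconclusive = some replicates but at most half score below -50%; inactive = no replicate scores below -50%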;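 also: 0% = median DMSO wells and -100% = median GW8510 positive control wells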
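Assay system: GST-tagged human GSK3beta kinase, cell-free; Input: 1.6 ng GSK3beta; Medium: Tris/MgCl2 kinase buffer; Timing: 60 min enzyme reaction, room temperature; Signal: ADP-Glo luminescence quantifying ADP generated by kinase; Evaluation: score relative to plate controls; Benchmarks: DMSO neutral wells and GW8510 at 20 µM as positive.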
KCNK9 inh: human KCNK9 channel inhibition; Q9NPC2; HEK293 KCNK9, FluxOR thallium flux fluorescence; stronger effect = lower value; B-score at 10 µM; hit rate 1.2% among 310,000; AID 488922;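 active = ratio B-score over 3 SD below the library mean, with starting fluorescence within 5 SD of its mean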;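 also: negative B-score means less thallium flux so channel inhibition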
PolyA inh: blocks polyadenylation in yeast reporter cells; hit rate 0.02% among 300,000; S. cerevisiae SKY197-pL101 polyadenylation reporter, beta-gal luminescence; efflux-impaired pdr1/pdr3 knockout yeast; score 100 = 6 SD above DMSO; calls only at 12 µM;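 active = lowest replicate activity score at least 50, where 100 means six control SD above control mean; inconclusive = lowest score under 50 but half or more replicates reach 50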;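 also: yeast exposed to compound for 9 h at 30 °C; higher score means more reporter readthrough which indicates perturbed polyadenylation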
RGS4 pot: RGS4 potentiation or activation | HEK293 M3R/inducible RGS4, carbachol calcium flux Fluo4; stronger effect = lower value | B-score at 10 µM | hit rate 0.92% among 310,000 | AID 463111;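 active = B-score of the integrated calcium signal more than 4 SD below the library mean, with starting fluorescence not abnormally high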;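 also: negative B-score means reduced calcium response which marks RGS4 activation or potentiation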
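Material: M3R-expressing HEK293 line, RGS4 induced by doxycycline | Schedule: Overnight RGS4 induction, 30 min dye load 37 °C, 20 min compound RT | Measured by: Fluo4 fluorescence kinetic imaging of calcium | Read-out: Integrated calcium ratio converted to B score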
KCNQ1 act: potentiators or activators of human KCNQ1 potassium channel | P51787 | CHO-K1 KCNQ1, thallium flux FluxOR fluorescence; stronger effect = higher value | B-score at 10 µM | hit rate 0.35% among 310,000 | AID 2648;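 active = fluorescence ratio B-score, a plate-corrected score, at least three library SD, with initial intensity B-score within 5 SD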
Target sequence (P51787 whole entry, looked up): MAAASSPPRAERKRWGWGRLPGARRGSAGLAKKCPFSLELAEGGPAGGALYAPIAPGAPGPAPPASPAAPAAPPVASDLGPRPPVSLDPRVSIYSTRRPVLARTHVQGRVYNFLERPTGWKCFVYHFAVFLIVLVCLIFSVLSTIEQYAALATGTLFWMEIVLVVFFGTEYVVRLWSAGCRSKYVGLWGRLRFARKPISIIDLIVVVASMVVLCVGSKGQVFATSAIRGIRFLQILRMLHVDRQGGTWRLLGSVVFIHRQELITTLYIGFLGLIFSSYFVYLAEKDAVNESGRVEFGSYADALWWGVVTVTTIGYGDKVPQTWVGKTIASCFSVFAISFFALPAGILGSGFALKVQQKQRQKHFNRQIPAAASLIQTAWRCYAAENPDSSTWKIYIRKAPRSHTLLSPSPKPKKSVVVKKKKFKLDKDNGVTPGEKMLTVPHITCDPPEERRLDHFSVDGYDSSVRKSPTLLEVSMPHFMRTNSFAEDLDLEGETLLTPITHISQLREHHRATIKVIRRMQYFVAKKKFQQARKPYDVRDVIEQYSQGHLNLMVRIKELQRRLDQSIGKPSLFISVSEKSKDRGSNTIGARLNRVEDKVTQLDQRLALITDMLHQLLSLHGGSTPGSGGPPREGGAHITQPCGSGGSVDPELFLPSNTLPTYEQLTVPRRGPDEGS
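assay system = KCNQ1-transfected CHO-K1 cells | medium = assay buffer with matched DMSO | probe or stimulus = depolarizing K+/Tl+ stimulus, K2SO4 and Tl2SO4 each 12.5 mM in 5x stock | dosing = single dose | incubation = dye 90 min, compound 20 min, room temperature | detection = kinetic FluxOR fluorescence, 10 s baseline plus 110 s post-stimulus | evaluation = ratio B score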
GSK3A inh: human GSK-3 alpha kinase inhibition; ADP-Glo luminescence, 60 min; inhibition, % at 10 µM; P49840; AID 2650; hit rate 0.1% among 320,000;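 in the data active = inhibition above about 50%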;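 also: GST-tagged GSK-3 alpha with peptide substrate and 25 µM ATP; 0% = DMSO neutral wells and 100% = GW8510 positive control wells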
hERG rescue: hERG (human) protection from proarrhythmic block; Q12809; CHO-hERG, FluxOR thallium flux, dofetilide IC70 present; activation (rescue from dofetilide block), less the hit threshold, % at 10 µM; hit rate 0.51% among 310,000;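 active = activation above the mean of controls blocked by dofetilide plus 5 SD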;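 also: thallium influx through hERG after potassium depolarization seen as dye fluorescence rise; in these data hits start at about 4.7%; inactives centre near -7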
KCNQ1 block: blocks the human KCNQ1 potassium channel | B-score at 10 µM | CHO-K1 KCNQ1, FluxOR thallium flux fluorescence; stronger effect = higher value | P51787 | hit rate 1.3% among 310,000;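 active = compounds whose thallium flux B-score, printed positive for inhibition, exceeds three library SD while starting fluorescence stays within three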;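 also: channel opened by potassium depolarization with thallium stimulus after 20 min compound exposure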
Dyrk1A ADPGlo: inhibitors of rat Dyrk1A kinase; Q63470; ADP-Glo luminescence, NFATc1 peptide; AID 504441; hit rate 0.43% among 310,000; inhibition, % at 12.5 µM; in the data active = inhibition above about 50%;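 also: plate controls were vehicle with enzyme for no effect and no enzyme for full effect; many of its hits are not listed in these tables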
Numbers without * were called inactive; i = inactive; ? = inconclusive; / = not tested or not shown; & = joins results of further samples. A portion of the library (hit frequency here may not be typical).

SMILES	KCNK3 inh	HDAC3 inhib	GSK3beta inhib	KCNK9 inh	PolyA inh	RGS4 pot	KCNQ1 act	GSK3A inh	hERG rescue	KCNQ1 block	Dyrk1A ADPGlo
COc1ccc(CN2C=C3C(=O)C(C)(OC(=O)C4CCCC4)C(=O)C=C3C=C2c2ccsc2)cc1 (configuration not stated)	i	2	1	i	i	i	i	-2	-6	i	-2
Cc1ccc(CNC(=O)COC(=O)c2cncc(Br)c2)cc1	i	-6	2	i	i	i	i	-1	-5	i	-1
CCOc1ccc(/C=C/C(=O)N(CC)CC(=O)Nc2ccc3c(c2)OCCO3)cc1OC	i	10	2	i	i	i	i	0	-11	i	2
COc1ccc(C(=O)NCC(=O)OCC(=O)N2CCC(C)CC2)cc1OC	i	-5	2	i	i	i	i	-4	-8	i	-2
COc1ccccc1/C=N/NC(=O)CCSc1ccccc1	i	2	-7	i	i	i	i	-1	-13	i	-2
O=C(Nc1ccccc1)N1CCCN(Cc2ccccc2F)C1	i	-1	3	i	i	i	i	-2	-6	i	5
O=C(C1=C(O)C(=O)N(CC2CCCO2)C1c1ccccc1[N+](=O)[O-])c1ccco1 (configuration not stated)	i	8	5	i	i	i	i	-1	-9	i	14
COCC1CCN(Cc2c(C(=O)N3CCN(C4CCCCC4)CC3)nc3ccccn23)C1 (configuration not stated)	i	/	0	i	i	i	i	-1	-5	i	-1
COc1ccc(-c2noc(CCCC(=O)Nc3ccc(C(N)=O)cc3)n2)cc1OC	i	-11	-1	i	i	i	i	6	-5	i	6
COc1ccc2oc(C(=O)OCC(=O)N(C)c3c(N)n(Cc4ccccc4)c(=O)[nH]c3=O)c(C)c2c1	i	0	0	i	i	i	i	-1	-10	i	/
COc1ccccc1N(CC(=O)NC1CCCC1)C(=O)CCC(=O)Nc1cc(C)on1	i	8	-2	i	i	i	i	0	-8	i	1
Cc1cccc(OCC(=O)OC(C)C(=O)Nc2ccc(S(=O)(=O)N3CCCCC3)cc2)c1 (configuration not stated)	i	/	1	i	i	i	i	/	-6	i	-3
CCOC(=O)C(NC(=O)c1ccc(OC)cc1)(OCC1(CC)COC1)C(F)(F)F (configuration not stated)	i	10	8	i	i	i	i	0	-9	i	8
CCc1ccc2c(c1)C(NC(C)=O)C(=O)N2CCN1CCOCC1 (configuration not stated)	i	-1	-24	i	i	i	i	-6	-6	i	-3
C/C=C(/C)C(=O)Nc1cccc(C2=NOC3(C2)C[C@@H](C(N)=O)N(C(=O)CCCCC)C3)c1 (some centres not stated)	i	2	2	i	i	i	i	2	-4	i	-2
CN(C(=O)CN1C(=O)S/C(=C\c2ccc(F)cc2)C1=O)C1CCS(=O)(=O)C1 (configuration not stated)	i	1	0	i	i	i	i	-2	-3	i	6
COc1ccc(C(=O)C2CN(c3ccccc3)CC2c2ccc(Cl)cc2)cc1 (configuration not stated)	i	-1	1	i	i	i	i	-3	-8	i	-3
CCOc1ccc(OCCC(=O)OCC(=O)Nc2ccc(N3CCOCC3)cc2)cc1	i	-14	1	i	i	i	i	1	-13	i	-1
O=C(COc1ccc(Cl)cc1Cl)NC(=O)N1CCCCC1	i	7	0	i	i	i	i	-1	0	i	-3
COc1ccc(N2CC(C(=O)Nc3c(C(N)=O)oc4ccccc34)CC2=O)cc1 (configuration not stated)	i	0	2	i	i	i	i	8	-12	i	-3
O=C(c1cnn2c1NC(c1ccc(Br)cc1)CC2C(F)(F)F)N1CCN2CCCC2C1 (configuration not stated)	i	-1	1	i	i	i	i	-1	-3	i	-32
Cc1ccc(CN2CC(C(=O)Nc3ccc(C)cn3)CC2=O)cc1 (configuration not stated)	i	/	-1	i	i	i	i	/	-13	i	5
Cc1cc(NC(=O)C2CC(=O)N(c3ccc(F)cc3)C2)no1 (configuration not stated)	i	-8	3	i	i	i	i	0	-3	i	-2
Cc1ccc(NC(=O)CCC(=O)NNC(=O)c2cccc([N+](=O)[O-])c2)cc1C	i	-3	3	i	i	i	i	-1	-11	i	0
Cc1ccc(S(=O)(=O)NC(=O)c2cccc(Br)c2)cc1	i	6	-3	i	i	i	i	-5	-4	i	4

(further entries)
SMILES	KCNK3 inh	HDAC3 inhib	GSK3beta inhib	KCNK9 inh	PolyA inh	RGS4 pot	KCNQ1 act	GSK3A inh	hERG rescue	KCNQ1 block	Dyrk1A ADPGlo
COc1ccccc1CNC(=O)C1CCN(c2ncnc3c2nc2n3CCCCC2)CC1	i	8	0	i	i	i	i	2	-10	i	-3
O=C(CSc1ccccn1)NCc1ccc2c(c1)OCO2	i	2	-2	i	i	i	i	-1	-1	i	1
CCCCC(=O)Nc1cc(C)c(NC(=O)c2cccs2)cn1	i	8	-26	i	i	i	i	0	-13	i	-7
O=S(=O)(Nc1ccc(-c2ccc(N3CCOCC3)nn2)cc1)c1cc(Cl)ccc1Cl	i	/	3	i	i	i	i	/	-3	i	8
COc1ccc(NC2CCCN(C(=O)CCc3cn[nH]c3)C2)cc1 (configuration not stated)	i	-4	-2	i	i	i	i	1	-7	i	5
CCn1c(SCc2ccc(C(=O)Nc3nccs3)cc2)nnc1-c1ccc(N)cc1	i	0	3	i	i	i	i	16	-8	i	5
O=C(Nc1ccc(COc2ccccc2)cc1)Oc1ccccc1N1CCOCC1	i	1	3	i	i	i	i	-2	-3	i	/
O=C(Nc1nn(Cc2ccccc2F)cc1Br)c1cccs1	i	-4	0	i	/	i	i	0	-5	i	-1
CCOC(=O)c1c(C)[nH]c(C)c1C(=O)CSc1nc2ccccc2c(=O)n1-c1ccccc1C	i	3	-24	-9.6*	i	i	i	-2	-12	i	-5
CCN(C(=O)COC(=O)/C=C/c1cnc2ccccc2n1)C1CCS(=O)(=O)C1 (configuration not stated)	i	-2	2	i	i	i	i	1	-2	i	/
CN(C)S(=O)(=O)c1ccc(NC(=O)COC(=O)C2COc3ccccc3O2)cc1 (configuration not stated)	i	1	-3	i	i	i	i	1	-7	i	-5
CCOC(=O)C1=C(C)N=c2s/c(=C/c3ccc(OCC(=O)O)cc3)c(=O)n2C1c1cc(OC)c(OC)c(OC)c1 (configuration not stated)	i	8	-3	i	i	i	i	-3	-7	i	5
Cc1ccc(NC(=O)CN(C)C(=O)CSc2nc(C)cs2)cc1	i	-7	/	i	i	i	i	-1	-5	i	1
CCCCCCCCCCOC(=O)Cn1c(COc2ccc(OC)cc2)[n+](C)c2ccccc21	i	?	-10&-12	-17*	i	-9.1*	i	26&19	-29&-15	10*	7&2
CCOC(=O)N1CCN(C(=O)c2cccc(NC(=O)c3ccco3)c2)CC1	i	-6	-3	i	i	i	i	-1	-9	i	-5
O=S1(=O)NC(=NCc2ccccc2)c2ccccc21	i	3	-1	i	i	i	i	2	-7	i	20
O=C(NCc1ccco1)C1CCCN1C(=O)Nc1cccc(Cl)c1 (configuration not stated)	i	-8	2	i	i	i	i	-3	-7	i	-6
CCC(CC)NC(=O)c1n[nH]c(=O)c2ccccc12	i	7	5	i	i	i	i	-1	-15	i	2
Cc1cc(Cl)ccc1OCCCC(=O)NC1CCN(C)CC1	i	-13	-2	i	i	i	i	-2	-9	i	7
CCCCN(C(=O)c1cccc(-n2cccc2)c1)c1c(N)n(CCC)c(=O)[nH]c1=O	i	-1	-2	i	i	i	i	0	-5	i	14
CC(C)C1Nc2c(C(=O)O)cccc2C(Nc2ccccc2C(=O)O)C1(C)C (configuration not stated)	i	-23	3	i	i	i	i	-3	-6	i	-2
CC1O[C@@H](O[C@H](C)CC[C@@H](C)O)C(O)C[C@H]1O (some centres not stated)	i	8	2	i	i	i	i	-8	-1	i	-8
CC(=O)NCc1ccc(S(=O)(=O)NC2CCN(Cc3ccccc3)CC2)cc1	/	-3	3	i	i	i	i	-1	-17	i	/
O=C(O)Cc1coc2ccc3ccccc3c12	i	-3	2	i	i	i	i	-6	-13	i	14
COc1ccc(CNc2ccc3cn[nH]c3c2)c(OC)c1OC	i	3	-2	i	i	i	i	27	-9	i	7

Further structures
SMILES	KCNK3 inh	HDAC3 inhib	GSK3beta inhib	KCNK9 inh	PolyA inh	RGS4 pot	KCNQ1 act	GSK3A inh	hERG rescue	KCNQ1 block	Dyrk1A ADPGlo
C=CCn1c(CSc2nc3ccccc3s2)nnc1SCC(=O)NCc1ccccc1	i	5	4	i	i	i	i	-2	-6	i	9
Cc1ccc(C)c(S(=O)(=O)NCc2ccc(C(=O)N3CCOCC3)cc2)c1	i	1	-2	i	i	i	i	0	-7	i	11
CCCC(C)NC(=O)C1CCN(S(=O)(=O)c2ccccc2)CC1 (configuration not stated)	i	-2	-4	i	i	i	i	2	1	i	-2
O=C(CSc1nnc(-c2ccccc2Cl)o1)Nc1ccc2c(c1)OCCO2	i	5	1	i	i	i	i	0	-16	i	1
CN(CCC#N)C(=O)COC(=O)c1ccc2c(c1)C(=O)N(C1CCCCC1)C2=O	i	2	-1	i	i	i	i	7	-6	i	-5
O=C(/C=C/c1ccc([N+](=O)[O-])cc1)c1ccco1	i	-2	-2	i	i	i	i	-3	-6	i	-3
O=C(CN1CCN(Cc2ccccc2)CC1)c1c[nH]c2ccccc12	i	-1	28	i	i	i	i	-5	-6	i	3
Cc1cccc(CS(=O)(=O)Cc2ccc(C(=O)NCc3cccs3)o2)c1	i	-1	5	i	i	i	i	3	-8	i	-4
Cc1csc(SCC(=O)Nc2sccc2C#N)n1	i	2	-1	i	i	i	i	-2	-20	i	5
O=C1c2ccccc2C(Nc2ccc(F)c(Cl)c2)N1c1ccccn1 (configuration not stated)	i	-2	3	i	i	i	i	0	-8	i	-1
O=C(N/C(=C/c1cccs1)C(=O)N1CCOCC1)c1ccco1	i	4	0	i	i	i	i	-3	-9	i	-1
COC(=O)c1cc(S(=O)(=O)NCCN2CCN(c3ccccc3F)CC2)c[nH]1	i	-1	2	i	i	i	i	0	-8	i	9
COc1ccc(CCNC(=O)c2cc3c(=O)n4ccccc4nc3n(C3CCCCC3)c2=N)cc1	i	-11	-2	i	i	-7.1*	i	2	-26	i	6
